Screening data (PubChem)
D1 ag: activates the human D1 dopamine receptor | 360,000 compounds, 1% hits | HEK293 T-REx D1 cells, calcium flux, agonist mode | AID 504660 | activation, % at 2 µM; in the data active = activation above about 30%; also: 0% is about no effect
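Agonism was scored from calcium flux recorded over 180 s (1 read/s) after pintool compound addition, following a 10-cycle baseline. Cells were inducible force-coupled HEK293 TREx D1, plated overnight at 30 C and loaded with no-wash calcium dye.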
Vif-A3F inh: inhibitors of Vif-A3F interaction; HeLa A3F-eYFP + Vif (tagged APOBEC3F with the HIV-1 protein that degrades it), YFP fluorescence increase; AID 602313; Potency, µM (top dose mostly 46.1 µM), without a hit: top-dose activity, negative = active; 390,000 compounds, 0.2% hits; also: potency is read from the fitted curve at half-maximal effect; % of control where 0% means no effect; nearly all actives have a fitted effect of over 65% in size
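HeLa cells stably expressing A3F-eYFP plus Vif, plated and incubated overnight at 37 deg C, then exposed to compounds overnight at 37 deg C. Blocked degradation read as raised yellow fluorescence (Ex 488/Em 500-530).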
D2 PAM: positive allosteric modulators of human D2 dopamine receptor. 340,000 compounds, 0.34% hits. HEK293 T-REx D2, calcium flux, EC20 dopamine potentiation. P14416. potentiation, % at 10 µM;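 active = potentiation over 3 SD above the plate norm, cut at about 30% in these data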; also: 0% is about no effect
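Using a no-wash calcium dye in inducible, force-coupled HEK293 Trex cells expressing D2, we tracked fluorescence each second for 180 s after compound, then for 180 s after EC20 dopamine to detect augmented signalling.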
GRP78 ERSR act: ER stress response induction in glioma | AID 602332 | Potency, µM, for the others: top-dose activation, actives largely listed as activators | 420,000 compounds, 0.02% hits | U87-MG GRP78 promoter luciferase reporter, 16 h; also: potency is read from the fitted curve at half-maximal effect; series mostly up to about 76 µM; % of control where 0% means no effect; nearly all actives have a fitted effect of over 35% in size
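Stably transfected U87-MG human glioma cells carrying a GRP78-based luminescent sensor were seeded at 1000 cells/well, pin-dosed with compounds and incubated 16 h. Luciferase reagent was then added, and end-point luminescence was read after 10 min at room temperature.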
RXFP1 ag: activates the human relaxin receptor RXFP1 | HEK293T-RXFP1 cAMP TR-FRET, 30 min; response scale: percent of porcine relaxin response, buffer zero | Potency, µM (top dose mostly 57.5 µM), inactives show at the top dose activation, hits mostly activators | 370,000 compounds, 0.3% hits | AID 2676; also: potency is read from the fitted curve at half-maximal effect; % is scaled to controls: 0 for no effect and ±100 for the full control effect; nearly all actives have a fitted effect of over 60% in size; many of its hits are not listed in these tables
Target sequence (Q9HBX9 whole entry, looked up): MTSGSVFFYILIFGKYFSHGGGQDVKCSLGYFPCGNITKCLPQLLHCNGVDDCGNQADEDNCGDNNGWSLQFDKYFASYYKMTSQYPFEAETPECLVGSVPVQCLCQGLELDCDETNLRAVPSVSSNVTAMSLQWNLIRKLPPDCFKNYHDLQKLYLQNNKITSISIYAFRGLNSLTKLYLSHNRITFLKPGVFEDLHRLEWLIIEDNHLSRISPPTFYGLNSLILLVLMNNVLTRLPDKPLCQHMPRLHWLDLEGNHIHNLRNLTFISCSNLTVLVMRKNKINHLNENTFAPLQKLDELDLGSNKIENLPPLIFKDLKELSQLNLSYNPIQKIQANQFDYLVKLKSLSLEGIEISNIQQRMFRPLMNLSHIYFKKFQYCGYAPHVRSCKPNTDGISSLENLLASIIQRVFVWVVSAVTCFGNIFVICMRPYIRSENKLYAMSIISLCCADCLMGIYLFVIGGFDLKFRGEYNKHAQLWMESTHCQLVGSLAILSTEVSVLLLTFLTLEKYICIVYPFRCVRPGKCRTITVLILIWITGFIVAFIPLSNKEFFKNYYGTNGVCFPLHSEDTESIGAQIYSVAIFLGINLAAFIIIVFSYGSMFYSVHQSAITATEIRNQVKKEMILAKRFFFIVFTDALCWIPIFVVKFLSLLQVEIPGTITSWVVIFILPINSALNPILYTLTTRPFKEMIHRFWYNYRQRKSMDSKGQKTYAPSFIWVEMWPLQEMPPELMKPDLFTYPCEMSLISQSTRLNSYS
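cAMP rise read by TR-FRET after 30 min, 37C compound exposure (up to 58 uM) in RXFP1-transfected HEK293 cells with Ro 20174 present. EC50 from Hill-equation fits, with 29 nM porcine relaxin as 100% and buffer as basal.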
D1 PAM: human D1 dopamine receptor positive modulation | 360,000 compounds, 0.036% hits | potentiation, % at 10 µM | P21728 | HEK293 TREx D1 cells, calcium flux, dopamine EC20 potentiation; in the data active = potentiation above about 30%; also: 0% is about no effect
Vif-A3G inh: inhibitors of Vif-APOBEC3G interaction | Q9HC16 | HeLa A3G-eYFP + Vif (tagged APOBEC3G with the HIV-1 protein that degrades it), YFP fluorescence, overnight | Potency, µM (top dose mostly 46.1 µM), without a hit: top-dose activity, negative = active, actives largely listed as inhibitors | 410,000 compounds, 0.076% hits;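 also: potency is read from the fitted curve at half-maximal effect; % is scaled to controls: 0 for no effect and ±100 for the full control effect; nearly all actives have a fitted effect of over 60% in size; hits raise eYFP signal because A3G escapes Vif-driven loss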
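Read-out is eYFP fluorescence (Ex 488/Em 500-530) from Vif-expressing HeLa A3G-eYFP cells; more signal means A3G escaped Vif-mediated degradation. Cells plated overnight, compound pinned in, incubated overnight at 37 deg C.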
D1 antagonist: human D1 dopamine receptor antagonism | P21728 | HEK293 TREx D1 cells, calcium flux, dopamine EC80; active compounds read low | activity change, negative = inhibition, % at 10 µM | 360,000 compounds, 3.2% hits | AID 504652; in the data active = activity change below about -30%; also: % is scaled to controls: 0 for no effect and ±100 for the full control effect
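Using tetracycline-induced force-coupled D1 Hek293 cells and a calcium dye, signals were followed for 180 s after compound, then for 180 s after EC80 dopamine, to detect inhibitors.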
LDHA block: LDHA (human) enzyme inhibition; AID 1347041; purified LDHA, NADH/diaphorase-resazurin fluorescence; active compounds read low; P00338; 480,000 compounds, 0.15% hits; activity change, % (values are at about 110 or 230 µM); in the data active = activity change below about -30%; inconclusive = mostly about -25% to -30%;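 also: plate controls were DMSO wells for no effect and wells without enzyme for full effect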
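LDH5 2 nM; NADH 0.06 mM, pyruvate 0.2 mM; 200 mM Tris pH 7.4, EDTA, Tween-20; 5 min RT. Detection: diaphorase 0.133 mg/mL + resazurin 37 µM, fluorescence ex540/em590 at 0 and 20 min; normalized to enzyme-free and DMSO wells.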
* = called active by the depositor; ? = inconclusive; · = no result given; & = joins results of further samples. Unless noted, calls follow the shape of the dose curve; as a rule, active = well fitted curve in the direction sought with a large enough effect; inconclusive = small, poorly fitted or top-dose-only effect, or another doubt; inactive = no such curve, though single readings can be large; an effect the other way counts as inactive or inconclusive. An excerpt, so the mix of outcomes need not match the whole.

SMILES	D1 ag	Vif-A3F inh	D2 PAM	GRP78 ERSR act	RXFP1 ag	D1 PAM	Vif-A3G inh	D1 antagonist	LDHA block
O=C(CSc1nn(-c2ccc(Cl)cc2)c(=S)s1)NCC1CCCO1 (configuration not stated)	10	1%	0	0%	0.0%	-2	-6%	11	4
O=C(Nc1ccc2c(c1)OCCO2)c1ccc(Br)cc1	4	-12%	-11	-7%	0.2%	-1	-2%	-6	-7
COC(=O)[C@@H]1C[C@@]2(O)[C@H](O)[C@H](O)[C@H](O)C[C@H]2N1C/C=C/c1ccccc1	1	-13%	·	1%	0.6%	-1	-4%	13	-1
COCC(=O)N(Cc1cc2ccc(C)cc2[nH]c1=O)c1ccccc1C	4	2%	8	2%	1.8%	-3	0%	20	-5
CC(C(=O)N(C)Cc1cccc(F)c1)N1CCN(S(=O)(=O)c2ccc3c(c2)OCCCO3)CC1 (configuration not stated)	0	-9%	-3	-3%	0.7%	-3	0%	-1	-9
O=C(NCCCn1ccnc1)c1sc2cccc(F)c2c1Cl	-2	-1%	11	1%	-0.1%	8	-2%	4	0
COc1ccc(Nc2nnc(-n3nc(C)cc3C)c3ccccc23)cc1	0	-6%	0	-4%	-4.9%	-1	3%	3	0
O=C1Nc2ccccc2SC1c1ccccc1 (configuration not stated)	5	-2%	3	-2%	0.0%	-2	3%	1	0
CCOc1ccccc1N(CC(=O)Nc1cccnc1)S(C)(=O)=O	1	-2%	-11	-3%	0.3%	-2	-1%	5	-4
O=C(CSc1nnc(SCc2ccccc2Cl)s1)N/N=C/c1c[nH]c2ccccc12	1	3%	12	0%	1.0%	-1	-1%	-6	-6
CCOC(=O)N1CCN(C(=O)c2cc3ccc(OC)cc3[nH]2)CC1	2	-10%	-2	2%	3.8%	1	1%	2	-2
O=C(CSc1nnnn1C1CCCCC1)NNC(=O)c1ccco1	0	3%	7	-2%	-0.8%	-4	2%	-6	-4
O=C1c2ccc(Cl)cc2S(=O)(=O)c2cccc(C(=O)N3CCC(Cc4ccccc4)CC3)c21	0	0%	-6	-1%	1.4%	4	2%	-13	2
CCc1ccc(-n2c(=O)c3ccc(C(=O)NCCc4ccccc4)cc3n(Cc3ccccc3C#N)c2=O)cc1	3	-1%	5	-4%	1.8%	0	-3%	7	-4
Cn1c(=O)oc2cc(S(=O)(=O)NCCC(=O)Nc3ccc(F)cc3F)ccc21	2	4%	-9	2%	4.3%	-1	0%	6	-6
Cc1oc2cc(Br)c(O)c(Br)c2c1C(=O)c1ccccc1	11	-12%	-7	5%	1.5%	-3	1%	-4	0
CCCCc1c(C(=O)O)cc(OC)cc1C(=O)O	2	0%	-1	-2%	2.8%	-9	1%	3	-1
O=C(NCCc1ccccc1)C(=O)NCC1OCCN1S(=O)(=O)c1cc(F)ccc1F (configuration not stated)	7	2%	12	-3%	-0.8%	-5	-1%	-16	-2
CC(=O)N/N=c1\sc2ccccc2n1C	2	3%	3	3%	0.8%	-5	-3%	8	-10
COc1ccc(C(=O)NCC(=O)N/N=C/c2cccc(OC(=O)c3ccco3)c2)cc1OC	5	-2%	-5	0%	0.3%	-2	2%	25	-1
NC(=O)c1cc(Br)cc(C2CCCCC2)c1O	2	20%	16	1%	3.5%	6	-10%	-2	-6
Cc1cccc(N2C(=O)CSC23CCCCC3)c1	2	3%	4	-3%	0.1%	-8	-2%	-34*	-7
C=CCN1C(=O)NC(c2ccc(OC)cc2)(C(F)(F)F)S/C1=C(\C#N)c1nnc(N2CCOCC2)n1-c1ccccc1 (configuration not stated)	4	-45%	5	-3%	-1.4%	0	-14%	-17	-3
CCn1nc(C)c(CNC(=O)Nc2ccccc2C(=O)OC)c1C	6	-3%	5	-4%	-1.0%	-1	1%	-11	-10
Cc1cc(C)cc(C(=O)N(Cc2ccco2)c2c(N)n(Cc3ccccc3)c(=O)[nH]c2=O)c1	2	5%	-4	-2%	0.8%	2	-3%	10	-10

Looked up by structure from the entries so far, 4 records:
SMILES	D1 ag	Vif-A3F inh	D2 PAM	GRP78 ERSR act	RXFP1 ag	D1 PAM	Vif-A3G inh	D1 antagonist	LDHA block
COc1ccc(C(=O)NCC(=O)N/N=C/c2cccc(OC(=O)c3ccco3)c2)cc1OC	5	-2%	-5	0%	0.3%	-2	2%	25	-1
COCC(=O)N(Cc1cc2ccc(C)cc2[nH]c1=O)c1ccccc1C	4	2%	8	2%	1.8%	-3	0%	20	-5
NC(=O)c1cc(Br)cc(C2CCCCC2)c1O	2	20%	16	1%	3.5%	6	-10%	-2	-6
O=C(NCCc1ccccc1)C(=O)NCC1OCCN1S(=O)(=O)c1cc(F)ccc1F (configuration not stated)	7	2%	12	-3%	-0.8%	-5	-1%	-16	-2

(listing goes on)
SMILES	D1 ag	Vif-A3F inh	D2 PAM	GRP78 ERSR act	RXFP1 ag	D1 PAM	Vif-A3G inh	D1 antagonist	LDHA block
O=C(N=Nc1c(O)n(Cc2ccccc2)c2ccccc12)c1ccc(O)cc1	-2	-5%	0	7%	0.0%	-13	?	-22	-6
COC(=O)c1ccc(CN2CCN(CCCc3ccccc3)C(CCO)C2)cc1 (configuration not stated)	1	3%	-9	-3%	0.3%	5	3%	-2	-11
O=C(NCc1ccccn1)C1CCN(S(=O)(=O)c2ccccc2F)CC1	3	-9%	13	-2%	0.7%	-4	0%	-11	2
COc1ccc(-c2csc(C3=C(O)CN(CCCN4CCCC4=O)C3=N)n2)cc1OC	5	-12%	1	4%	-1.0%	0	1%	-14	1
COc1ccc(NC(=O)CSc2nc3c([nH]c4ccccc43)c(=O)n2C)c(OC)c1	0	5%	10	-6%	1.2%	-2	-1%	16	-3
CCOc1ccc(CCNC(=O)Cn2ncn3c(cc4sc(C)cc43)c2=O)cc1OCC	0	5%	13	-2%	14%	2	-3%	11	-6
CN(C)/C=N/c1sc2c(c1C(N)=O)CCCC2	4	5%	·	-2%	1.4%	3	-8%	12	-2
Cc1ccc(S(=O)(=O)N2C[C@H]3C(=O)C[C@@H](c4cccc(Cl)c4)N(S(=O)(=O)c4ccc(C)cc4)[C@H]3C[C@H]2c2ccccc2)cc1	·	-1%	·	0%	·	·	-6%	·	-10
Cc1c(CCC(=O)NCC(=O)O)c(=O)oc2cc3occ(-c4ccccc4)c3cc12	2	1%	-2	-9%	-2.1%	-5	1%	4	-7
O=C(CS(=O)(=O)c1ccccc1)Nc1ccccn1	-1	-12%	5	0%	0.3%	2	0%	-3	0
CCCCNc1c(-c2ccc(SC3CCCCC3)c(OC)c2)nc2ccc(Cl)cn12	3	0%	-2	-4%	9.2%	9	2%	-5	0
Cc1ccc(-c2cc(-c3ccccc3[N+](=O)[O-])[nH]n2)c(O)c1	0	-10%	13	5%	0.4%	-2	-23%	4	3
O=C(O)c1cc(-c2ccc(Cl)cc2)n[nH]1	0	-7%	-7	-4%	-0.7%	0	2%	5	-3
Cc1cc2c(s1)c1cnn(Cc3c(Cl)ccc(C)c3F)c(=O)c1n2C	7	·	·	·	·	3	·	-2	-11
Cn1c(Cn2c(=O)sc3ccccc32)nnc1SCC(=O)Nc1cccc(F)c1	1	-6%	3	-4%	-0.1%	-2	3%	-6	-9
N#CC(C#N)=CC1=C2OC(c3ccccc3)=CC(c3ccccc3)=C2CCC1	0	1%	-19	-2%	-0.5%	-5	2%	6	-2
O=C(NCCc1ccccc1)[C@@H]1CC=C[C@@H]2CCN(C3CCCCC3)C(=O)[C@@H]21	·	-2%	·	-3%&0%	·	·	1%&-1%	·	-5
CCOC(=O)c1noc2ncn(CC(=O)Nc3ccc(C)c(F)c3)c(=O)c12	7	-4%	-2	-2%	-1.6%	-2	2%	-8	0
CCOC(=O)c1cc(CC)sc1NC(=O)c1cc([N+](=O)[O-])ccc1N1CCOCC1	2	·	15	-6%	0.5%	0	?	10	3
COc1ccc(-c2nc(C(=O)Nc3cccc(C(C)=O)c3)nn2-c2ccccc2Cl)cc1	2	-6%	0	-3%	0.7%	-3	3%	-9	-10
COc1ccccc1-c1cc(C(=O)NCCCn2ccnc2)no1	0	3%	-48	-3%	0.5%	-1	3%	-15	0
O=C(Nc1cccc(F)c1)c1ccc(-c2ccccc2)s1	6	1%	-14	0%	1.2%	-3	2%	23	-1
COCCNC(=O)CSCc1c(F)cccc1Cl	2	2%	2	-4%	-0.1%	-7	2%	-44*	-6
O=C(CSc1nc(-c2ccccc2)cc(C(F)(F)F)n1)N1CCOCC1	-2	5%	0	-5%	-0.7%	2	1%	-6	0
Brc1ccc(-c2nnc3c4ccccc4nc(N4CCOCC4)n23)cc1	2	-14%	6	6%	1.8%	-1	-2%	6	-5
Cc1cc(SCC(=O)c2ccc3c(c2)OCO3)nc2ccccc12	10	-7%	-10	4%	2.4%	-7	-7%	-18	-6
COc1ccc(Cn2c(=S)[nH]c3ccccc3c2=O)cc1	-1	-1%	8	2%	8.8%	-4	0%	8	0

By substructure: those above containing a nitro group on carbon
SMILES	D1 ag	Vif-A3F inh	D2 PAM	GRP78 ERSR act	RXFP1 ag	D1 PAM	Vif-A3G inh	D1 antagonist	LDHA block
Cc1ccc(-c2cc(-c3ccccc3[N+](=O)[O-])[nH]n2)c(O)c1	0	-10%	13	5%	0.4%	-2	-23%	4	3
CCOC(=O)c1cc(CC)sc1NC(=O)c1cc([N+](=O)[O-])ccc1N1CCOCC1	2	·	15	-6%	0.5%	0	?	10	3
